Compound activity as filed in PubChem BioAssay.
Pol beta inh – qHTS Assay for Inhibitors of DNA Polymerase Beta | AID 485314, 2010 | actives 1.3% (n = 340,000) | Pol beta primer extension/strand displacement, fluorescence kinetic | Potency, µM (titrated, usually from 114 µM), for the others: at the top dose activity change, negative = inhibition, hits mostly inhibitors; note: potency is the fitted concentration of half-maximal effect; % is set by controls: 0 for no effect and ±100 for the full control effect
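10 nM enzyme + cpd, 15 min RT; start with substrate 50 nM final; read 0 min and after 10 min RT. Corrected, normalized data; 4-parameter Hill curve fit.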
12-LOX inh – Primary qHTS assay for inhibitors of human arachidonate 12S-lipoxygenase (ALOX12): Round 2. purified 12hLO, xylenol orange hydroperoxide absorbance. Potency, µM (highest dose often 108 µM), inactives show at the highest dose activity change, negative = inhibition, hits mostly inhibitors. actives 1.1% (n = 580,000). AID 1671190, 2021; note: potency is the fitted concentration of half-maximal effect; % is set by controls: 0 for no effect and ±100 for the full control effect
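Purified human 12hLO at 150 nM in 25 mM Hepes, 0.01% Triton X-100, pH 7.0, preincubated 15 min at room temperature with compound. Reaction started with 40 uM arachidonic acid, 30 min at room temperature. Hydroperoxide measured by Fe-xylenol orange, 573/405 nm absorbance ratio.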
LDHA inh – qHTS assay for inhibitors of human lactate dehydrogenase | L-lactate dehydrogenase A chain (Homo sapiens), P00338 | purified LDHA, NADH/diaphorase-resazurin fluorescence; stronger effect = lower value | activity change, % (values are at about 110 or 230 µM) | actives 0.15% (n = 480,000) | AID 1347041, 2019; in the data active = activity change below about -30%; inconclusive = mostly about -25% to -30%;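 note: plate controls were DMSO wells for no effect and wells without enzyme for full effect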
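Enzyme activity of human lactate dehydrogenase 5 (2 nM; 0.06 mM NADH, 0.2 mM pyruvate, 5 min, RT) is measured via a resazurin/diaphorase fluorescence readout of residual NADH.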
RGS4 inhibitor – Inhibitors of Regulator of G Protein Signaling (RGS) 4: qHTS; AID 504845, 2011; Transcreener GDP fluorescence polarization, RGS4-accelerated GTP hydrolysis; actives 0.039% (n = 390,000); Potency, µM (highest dose often 114 µM), for the others: top-dose activity change, negative = inhibition, usual class: inhibitors; note: potency is the fitted concentration of half-maximal effect; % is set by controls: 0 for no effect and ±100 for the full control effect; nearly all actives have a fitted effect of over 75% in size; some results filed as inactive show a strong effect at the top dose
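MLSMR compounds (23 nl, pin-transferred) preincubated 10 min at room temperature with a 500nM (2x) first reagent, then RGS4 at 900nM (2x) plus Transcreener GDP mix added; fluorescence polarization (620/688 nm) read before and after 90 min at 30 °C.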
APE1 inh – qHTS Assay for Inhibitors of the Human Apurinic/apyrimidinic Endonuclease 1 (APE1); recombinant APE1, TAMRA/BHQ-2 abasic DNA cleavage fluorescence; Potency, µM (doses to about 65.8 µM), inactives show at the highest dose activity change, negative = inhibition, most hits filed as inhibitors; actives 0.35% (n = 350,000);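 note: potency is the fitted concentration of half-maximal effect; plate controls were vehicle for no effect and reference inhibitor for full effect; nearly all actives have a fitted effect of over 55% in size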
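Quantitative HTS: incision of a TAMRA/BHQ-2 double-stranded substrate bearing a tetrahydrofuran abasic site by 0.75 nM APE1 raises fluorescence. Substrate 50 nM final, added after 15 min compound preincubation at room temperature; progress as third-minus-first kinetic read difference.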
Apoferritin bind – qHTS Assay for Identification of Novel General Anesthetics; Ferritin light chain (Equus caballus), P02791; apoferritin/1-aminoanthracene competitive binding, fluorescence; Potency, µM (titrated, usually from 77.5 µM), for the others: at the highest dose activity change, negative = displacement, usual class: inhibitors; actives 0.074% (n = 350,000); AID 485281, 2010; note: potency is the fitted concentration of half-maximal effect; % is set by controls: 0 for no effect and ±100 for the full control effect; nearly all actives have a fitted effect of over 20% in size
Target sequence (P02791 2-175 limits assumed): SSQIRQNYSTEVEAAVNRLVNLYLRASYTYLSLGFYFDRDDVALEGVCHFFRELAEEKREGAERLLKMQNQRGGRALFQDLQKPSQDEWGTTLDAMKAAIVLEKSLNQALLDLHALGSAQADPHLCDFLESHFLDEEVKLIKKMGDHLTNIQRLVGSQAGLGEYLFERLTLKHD
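Read-out: endpoint 1-AMA fluorescence, excitation 380 nm and emission 535 nm, after compounds sit 10 min at room temperature with 10 uM horse-spleen apoferritin in 50% saturated 1-AMA/PBS. Values come from four-parameter Hill fits.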
ERG Ets-DNA blk – qHTS for Small Molecule Inhibitors of the ERG Ets/DNA interaction; fluorescence polarization, His-ERG Ets domain / labelled DNA; Potency, µM (doses to about 76.9 µM), inactives show top-dose FP activity, negative = inhibition, most hits filed as inhibitors; actives 0.028% (n = 370,000); active = well fitted inhibition curve with a large enough effect in the polarisation, with a control signal flat; inconclusive = small, poorly fitted or top-dose-only effect, or effect the other way, or a change in a side signal; inactive = no such curve, though single readings can be large or run the other way; the % refers to the polarisation;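 note: polarization taken with two DNA probes labelled with fluorescein and Texas red; potency is the fitted concentration of half-maximal effect; % of control where 0% means no effect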
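His-tagged ERG Ets domain (1 uM in the protein solution; 300mM KCl, 50mM Tris-HCl, 1mM EDTA, 1mM DTT, pH 7.5) received compound, then a probe mix of 5 nM fluorescein-DNA and 100nM Texas-615-DNA. Fluorescence polarization was read for both dyes.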
POLH inh – qHTS for Inhibitors of Polymerase Eta; actives 1.2% (n = 390,000); Potency, µM (titrated, usually from 114 µM), without a hit: top-dose activity change, negative = inhibition, hits mostly inhibitors; AID 588591, 2011; DNA polymerase eta (Homo sapiens), Q9Y253; recombinant Pol eta, fluorescent DNA replication assay; note: potency is the fitted concentration of half-maximal effect; % is set by controls: 0 for no effect and ±100 for the full control effect
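Pol eta at 10 nM preincubated with compounds 15 min at room temperature; reaction started with fluorescent substrate (50 nM final) and read kinetically at 0 and 10 min.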
POLK inh – qHTS for Inhibitors of Polymerase Kappa; DNA polymerase kappa (Homo sapiens), Q9UBT6; purified Pol kappa, fluorescent DNA synthesis assay, 10 min; Potency, µM (doses to about 107 µM), inactives show at the highest dose activity, negative = inhibition, hits mostly inhibitors; actives 0.53% (n = 400,000); note: potency is the fitted concentration of half-maximal effect; % is set by controls: 0 for no effect and ±100 for the full control effect
Target sequence (Q9UBT6 whole entry, looked up): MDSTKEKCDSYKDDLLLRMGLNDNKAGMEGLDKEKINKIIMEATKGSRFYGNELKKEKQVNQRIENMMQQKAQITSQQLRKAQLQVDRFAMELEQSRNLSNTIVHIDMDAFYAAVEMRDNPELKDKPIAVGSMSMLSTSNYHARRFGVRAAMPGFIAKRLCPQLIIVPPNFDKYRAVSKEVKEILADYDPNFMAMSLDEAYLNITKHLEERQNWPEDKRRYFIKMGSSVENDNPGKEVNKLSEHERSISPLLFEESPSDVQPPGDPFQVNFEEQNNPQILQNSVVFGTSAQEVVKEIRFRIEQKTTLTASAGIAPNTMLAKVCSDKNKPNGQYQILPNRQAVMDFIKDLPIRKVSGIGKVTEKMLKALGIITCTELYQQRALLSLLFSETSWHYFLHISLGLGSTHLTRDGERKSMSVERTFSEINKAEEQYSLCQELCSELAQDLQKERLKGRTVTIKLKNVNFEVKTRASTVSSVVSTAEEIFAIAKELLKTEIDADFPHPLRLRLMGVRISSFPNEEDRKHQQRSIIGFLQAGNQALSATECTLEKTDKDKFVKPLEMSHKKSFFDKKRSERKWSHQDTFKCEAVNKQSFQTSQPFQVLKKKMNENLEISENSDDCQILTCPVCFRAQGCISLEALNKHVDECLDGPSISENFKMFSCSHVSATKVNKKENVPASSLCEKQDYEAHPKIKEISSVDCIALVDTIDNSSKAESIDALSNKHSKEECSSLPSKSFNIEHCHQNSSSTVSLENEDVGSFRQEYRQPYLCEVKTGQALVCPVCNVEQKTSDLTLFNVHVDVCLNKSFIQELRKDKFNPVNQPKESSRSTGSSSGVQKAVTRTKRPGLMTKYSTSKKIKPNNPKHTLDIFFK
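10 nM Pol kappa was preincubated with compounds for 15 min at room temperature. Reaction started with 50 nM (final) substrate. Fluorescence read kinetically at 0 and 10 min.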
* = called active by the depositor; u = inconclusive; x = not tested or not shown; & = joins results of further samples; [ ] = remark or other dose. Unless noted, calls come from the whole dose curve; as a rule, active = well fitted curve in the direction sought with a large enough effect; inconclusive = small, poorly fitted or top-dose-only effect, or another doubt; inactive = no such curve, though single readings can be large; an effect the other way counts as inactive or inconclusive. Some of the compounds tested; rates above refer to the full screens.

mol | Pol beta inh | 12-LOX inh | LDHA inh | RGS4 inhibitor | APE1 inh | Apoferritin bind | ERG Ets-DNA blk | POLH inh | POLK inh
O=C(CSCCOc1ccccc1)NCc1ccncc1 | -1% | 107%[activator] | -4 | -19% | 0% | -8% | -1% | -15% | -2%
CCOC(=O)c1cnn(CCOC(=O)c2ccccc2)c1NC(=O)c1ccccc1 | 0% | 5% | -2 | 14% | 0% | 1% | -7% | -4% | -2%
O=C(CSc1ccc(-c2cccs2)nn1)Nc1ccccc1C(F)(F)F | 6% | -10% | 1 | 2% | x | -13% | 3% | -18% | -19%
CCn1cc(C(=O)NCCCO)c(=O)c2cc(F)c(N3CCN(C)CC3)cc21 | 4% | u | 0 | -31% | -7% | -12% | u | -2% | 10%
CC1CCN(C(=O)c2ncn(C)c2C(=O)N2CCC(C)CC2)CC1 | x | u | -11 | -13% | -4% | x | 3% | -10% | 12%
Cc1cc(NC(=O)CSc2nc3cc(C)c(C)cc3cc2C)no1 | 11% | -9% | -6 | -17% | 10% | -6% | 10% | -10% | 9%
CC(C)Cc1ccc(C(C)C(=O)OCC(=O)c2c[nH]c3ccccc23)cc1 (centres undefined) | -7% | 2% | 2 | -14% | 7% | -11% | x | -22% | -4%[60.1 µM]
Cc1ccc(-n2ncc3c2CCCC3NC(=O)CCn2ccnc2C)cc1C (centres undefined) | x | 13% | -3 | -18% | x | x | 8% | -20% | -24%
COc1cc(C(=O)Nc2sc3c(c2C(=O)O)CCC3)cc(OC)c1OC | -19% | -21% | -4 | -16% | 3% | 6% | 0% | -10% | -29%
CC1Nc2ncnc(N3CCN(c4ccccc4)CC3)c2N(Cc2ccccc2)C1=O (centres undefined) | x | 4% | -4 | 15% | 19% | x | -3% | -14% | -3%
Cn1c(=O)c2c([nH]c(=O)n2C)n(C)c1=O | 28% | -16% | -9 | 9% | 5% | 11% | -2% | 7% | -7%
CCOC(=O)c1sc(-c2ccccc2)cc1NC(=O)Nc1ccc([N+](=O)[O-])cc1 | 18% | -12% | -2 | 23% | -8% | -9% | -14% | -2% | 0%
Cc1cc(S(=O)(=O)N2CCN(c3c(C)cccc3C)CC2)ccc1F | u | 1% | -4 | 24% | 13% | 6% | -1% | -23% | 2%
NC(=O)c1nsc(C(=O)N(c2ccccc2F)C(C(=O)NCc2ccccc2)c2ccc(O)cc2)c1N (centres undefined) | 1% | -11% | -6 | 12% | 11% | 11% | 1% | -20% | 1%
O=C(Nc1cc(Sc2ccccn2)cc([N+](=O)[O-])c1)c1ccc(Cl)cc1 | 3% | 0% | -1 | 8% | -4% | -17% | -3% | -16% | -26%
Cc1ccc(NC(=O)c2ccccc2-c2ccccc2C(=O)O)cc1C | 32% | -19% | -3 | -23% | 3% | -2% | -8% | -18% | -6%
COC(=O)c1c(NC(=O)/C=C/c2ccc(OC)cc2)sc2c1CCC2 | -26% | u | -12 | 10% | x | 102%[activator] | 5% | -17% | 5%
Cc1ccc(-n2nnnc2SCC(=O)NNC(=O)c2ccco2)c(C)c1 | 22% | 6% | 0 | -12% | -4% | -8% | x | -3% | -8%
COc1ccc(-n2nc3c(c2NC(=O)COc2cccc(OC)c2)CS(=O)(=O)C3)cc1 | 3% | -12% | 30 | -17% | -17% | -13% | -1% | u | -12%
CCOC(=O)N1CCN(CC(=O)N2CCC(C(N)=O)CC2)CC1 | 23% | 5% | -3 | -4% | 0% | -2% | -6% | -11% | 3%
CCOc1cc(NC(=O)C2CCCCC2)c(OCC)cc1NC(=O)c1ccccn1 | 3% | 3% | 1 | -7% | 3% | -4% | -3% | -6% | 5%
Fc1ccc(C2N(c3ccccc3)C(=S)N3CCCN23)cc1 (centres undefined) | 2% | 3% | -6 | 11% | -9% | -10% | 0% | -7% | -12%
Cc1ccc(C)c(-n2nnnc2Sc2nnnn2-c2ccccc2)c1 | -3% | -11%&50% | -3&3 | -23% | 2% | -16% | -5% | -6% | 3%
COC(=O)CSc1nnc(-c2ccccc2OC)o1 | 0% | 0% | -1 | -2% | -3% | -12% | -15% | -7% | -9%
O=S(=O)(Nc1ccc2nc(-c3ccc(F)cc3)oc2c1)c1ccccc1 | 0% | u | -1 | 9% | x | -13% | 15% | x | 1%
Cc1c(NC(=O)CSc2ccccc2Cl)c(=O)n(-c2ccccc2)n1C | 4% | -1% | -2 | -6% | 15% | 1% | -5% | -16% | 5%
COc1cccc(CC(=O)OCC(=O)N(C)CC(=O)Nc2ccccc2Cl)c1 | x | -58% | -13 | 15% | 7% | x | 6% | -4% | -9%
COc1ccc(-c2cc3nc(C)c(CCC(=O)NCc4ccccc4Cl)c(C)n3n2)c(OC)c1 | u | -20% | -4 | 25% | x | 143%[activator] | -2% | -20% | -20%
CN(C(=O)CCNC(=O)Cn1cnc2ccccc2c1=O)c1ccc(Br)cc1 | 83% | -15% | 1 | -6% | 19% | 2% | 6% | -13% | 7%
COc1ccc(C(NC(=O)C(C)C)c2c(O)ccc3ccccc23)cc1OC (centres undefined) | -5% | u | 8 | -5% | -3% | 2% | 0% | -12% | -4%
O=C(CSc1ccc2nnc(CCNS(=O)(=O)c3ccccc3)n2n1)Nc1ccccc1C(F)(F)F | 5% | -10% | -6 | 17% | x | 5% | 0% | -8% | -9%
COC(=O)c1ccc(NC(=O)COC(=O)C2CC(=O)N(Cc3ccccc3)C2)cc1 (centres undefined) | 39% | 0% | -10 | -13%[56.9 µM] | 17% | -7% | -6% | -4% | -11%
Cc1cc(=O)oc(C)c1C(=O)NCc1c(F)cc(F)cc1F | 6% | u | 2 | -6% | 1% | -19% | -2% | -12% | -4%
COc1ccc(C2/C=C\CN(C(=O)C3CC3)C(Cc3ccccc3)C(=O)N2Cc2ccc(F)cc2)cc1 (centres undefined) | x | x | x | -30% | -4% | 8% | x | x | -4%
Cc1nn(C/C(C#N)=N\O)c(C)[n+]1N | 39% | -11% | 5 | 0%[56.9 µM] | -2% | 8% | 0% | 11% | -11%
Cn1c(CN2CCN(CCO)CC2)c(C#N)c2ccccc21 | 3% | 1% | -14 | 20% | 2% | -4% | -3% | -17% | -16%

One compound at a time, from the list above:
Cc1c(NC(=O)CSc2ccccc2Cl)c(=O)n(-c2ccccc2)n1C reads Pol beta inh = 4%; 12-LOX inh = -1%; LDHA inh = -2; RGS4 inhibitor = -6%; APE1 inh = 15%; Apoferritin bind = 1%; ERG Ets-DNA blk = -5%; POLH inh = -16%; POLK inh = 5%
O=S(=O)(Nc1ccc2nc(-c3ccc(F)cc3)oc2c1)c1ccccc1 reads Pol beta inh = 0%; 12-LOX inh = u; LDHA inh = -1; RGS4 inhibitor = 9%; APE1 inh = x; Apoferritin bind = -13%; ERG Ets-DNA blk = 15%; POLH inh = x; POLK inh = 1%

In a second layout: entries from further up
Values run as follows: Pol beta inh | 12-LOX inh | LDHA inh | RGS4 inhibitor | APE1 inh | Apoferritin bind | ERG Ets-DNA blk | POLH inh | POLK inh
COc1ccc(C(NC(=O)C(C)C)c2c(O)ccc3ccccc23)cc1OC (centres undefined)
    -5% | u | 8 | -5% | -3% | 2% | 0% | -12% | -4%
O=C(CSc1ccc2nnc(CCNS(=O)(=O)c3ccccc3)n2n1)Nc1ccccc1C(F)(F)F
    5% | -10% | -6 | 17% | x | 5% | 0% | -8% | -9%
COc1cccc(CC(=O)OCC(=O)N(C)CC(=O)Nc2ccccc2Cl)c1
    x | -58% | -13 | 15% | 7% | x | 6% | -4% | -9%

Looked up above:
O=C(CSc1ccc2nnc(CCNS(=O)(=O)c3ccccc3)n2n1)Nc1ccccc1C(F)(F)F – POLK inh = -9%
COc1ccc(-c2cc3nc(C)c(CCC(=O)NCc4ccccc4Cl)c(C)n3n2)c(OC)c1 – RGS4 inhibitor = 25%

A second format for two compounds above:
Order of values – Pol beta inh | 12-LOX inh | LDHA inh | RGS4 inhibitor | APE1 inh | Apoferritin bind | ERG Ets-DNA blk | POLH inh | POLK inh
Cc1c(NC(=O)CSc2ccccc2Cl)c(=O)n(-c2ccccc2)n1C
  4% | -1% | -2 | -6% | 15% | 1% | -5% | -16% | 5%
COc1ccc(C(NC(=O)C(C)C)c2c(O)ccc3ccccc23)cc1OC (centres undefined)
  -5% | u | 8 | -5% | -3% | 2% | 0% | -12% | -4%

The results go on:
mol | Pol beta inh | 12-LOX inh | LDHA inh | RGS4 inhibitor | APE1 inh | Apoferritin bind | ERG Ets-DNA blk | POLH inh | POLK inh
O=C(N/C(=C\c1cccnc1)C(=O)N1CCOCC1)c1cccc(Br)c1 | -2% | -12% | -2 | -19% | -2% | -8% | 5% | -16% | 3%
Cc1cc(C)cc(OCCSc2nc3ccc(NC(=O)c4cccs4)cc3s2)c1 | 24% | -21% | -6 | 16% | x | -2% | -2% | -13% | -6%
Cc1ccc2nc3sc(C(=O)NCCCN(C)c4ccccc4)cc3cc2c1 | -3% | u | -2 | 3% | x | -7% | -4% | -6% | -17%[60.1 µM]
Cc1cccc(Cc2nc3ccccc3[nH]2)c1 | x | -5% | -8 | 0% | x | x | 4% | -6% | -5%
